# TDP1 inh: blocks human tyrosyl-DNA phosphodiesterase 1. recombinant TDP1, AlphaScreen DNA substrate cleavage. Q9NUW8. actives 0.28% (n = 350,000). AID 485290. Potency, µM (series often up to 130 µM), for inactives: top-dose activity change, negative = inhibition, actives largely listed as inhibitors; also: nearly all actives have a fitted effect of over 40% in size
# Target sequence (Q9NUW8 whole entry, looked up): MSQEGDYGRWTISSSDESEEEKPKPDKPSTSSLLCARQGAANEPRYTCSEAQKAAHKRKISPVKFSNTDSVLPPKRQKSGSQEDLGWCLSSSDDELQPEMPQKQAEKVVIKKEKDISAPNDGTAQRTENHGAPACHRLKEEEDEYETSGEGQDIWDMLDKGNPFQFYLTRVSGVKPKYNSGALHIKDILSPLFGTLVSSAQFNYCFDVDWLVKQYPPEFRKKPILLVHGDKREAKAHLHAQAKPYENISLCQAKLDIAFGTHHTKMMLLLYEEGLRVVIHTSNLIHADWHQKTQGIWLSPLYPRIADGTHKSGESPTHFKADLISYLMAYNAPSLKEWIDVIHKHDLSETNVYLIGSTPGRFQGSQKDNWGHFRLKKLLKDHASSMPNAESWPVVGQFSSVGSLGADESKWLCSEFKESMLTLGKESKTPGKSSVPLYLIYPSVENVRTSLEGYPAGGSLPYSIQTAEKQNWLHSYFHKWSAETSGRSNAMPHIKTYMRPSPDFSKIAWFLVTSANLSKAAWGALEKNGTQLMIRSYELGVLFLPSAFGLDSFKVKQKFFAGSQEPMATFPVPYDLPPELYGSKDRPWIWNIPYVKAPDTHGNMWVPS
#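 Tdp1 1 nM final; 15 min RT w/ cpd; substrate 15 nM, 5 min; beads 10 ug/ml, 10 min; AlphaScreen read. Neg ctrl: no enzyme.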
# N370S GC: N370S glucocerebrosidase modulation, Gaucher chaperone candidate | actives 0.092% (n = 330,000) | P04062 | N370S GC spleen homogenate, 4MU-glucoside fluorescence | Potency, µM (series often up to 59.4 µM), inactives show at the highest dose activity change, negative = inhibition, most hits filed as inhibitors | AID 2101;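 also: 0% = full enzyme activity and -100% = no enzyme basal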
# FEN1 inhibitor: blocks human flap endonuclease 1 | P39748 | Potency, µM (titrated, usually from 114 µM), for inactives: at the top dose activity change, negative = inhibition, actives largely listed as inhibitors | Recombinant FEN1 flap cleavage, fluorescence, 15 min | AID 588795 | actives 0.35% (n = 390,000); also: nearly all actives have a fitted effect of over 65% in size
# Target sequence (P39748 whole entry, looked up): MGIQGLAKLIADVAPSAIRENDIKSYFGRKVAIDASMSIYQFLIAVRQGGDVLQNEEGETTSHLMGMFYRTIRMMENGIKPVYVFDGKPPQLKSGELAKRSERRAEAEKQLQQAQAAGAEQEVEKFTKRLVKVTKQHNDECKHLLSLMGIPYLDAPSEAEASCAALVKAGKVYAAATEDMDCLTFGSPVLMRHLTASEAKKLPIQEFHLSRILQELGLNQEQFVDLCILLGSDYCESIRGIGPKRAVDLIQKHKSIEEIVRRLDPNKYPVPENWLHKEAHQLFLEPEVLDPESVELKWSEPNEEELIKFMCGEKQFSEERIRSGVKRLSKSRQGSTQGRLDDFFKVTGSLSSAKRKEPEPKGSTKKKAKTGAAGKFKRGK
#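 Reaction started by adding substrate (50 nM final) to 10 nM enzyme after 15 min room-temperature compound preincubation. Reads at 0 and 15 min, with data normalized and fitted to a four-parameter Hill equation.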
# The depositor's hits bear a star; ? = inconclusive; . = no result given; & = joins results of further samples; [ ] = dose if it differs, or a comment. Calls follow the shape of the dose curve; as a rule, active = well fitted curve in the direction sought with a large enough effect; inconclusive = small, poorly fitted or top-dose-only effect, or another doubt; inactive = no such curve, though single readings can be large; an effect the other way counts as inactive or inconclusive. Unless noted, % is scaled to controls: 0 for no effect and ±100 for the full control effect; potency is read from the fitted curve at half-maximal effect.
SMILES,TDP1 inh,N370S GC,FEN1 inhibitor
Cc1ccc(NC(=O)c2ccc(S(=O)(=O)C(F)F)cc2)c(C)c1,3%,18%,-8%
[N-]=[N+]=NC[C@H](Cc1ccccc1)N1CC[C@@H](OCc2ccccc2)CCC1=O,.,-8%,-14%
CC(C)(C)CC(=O)Nc1cc2c3c(c1)CCC(=O)N3CCC2,3%,-1%,22%
CCc1ccc(-n2c(SCC(=O)N3CCC(C(=O)O)CC3)nnc2-c2ccncc2)cc1,-5%,-3%,7%
CC(Oc1ccc(Cl)cc1)C(=O)Nc1ccc(S(=O)(=O)Nc2nccs2)cc1 (configuration not stated),11%,-7%,-7%
CCC(C)Nc1sc(S(=O)(=O)CC)nc1S(=O)(=O)c1ccc(C)cc1 (configuration not stated),5%,.,-16%
COc1ccc(NS(=O)(=O)c2cccc(C(=O)NCCc3ccc(S(N)(=O)=O)cc3)c2)cc1,1%,.,-4%
CCOc1ccc(NC(=O)c2ccc3c(c2)N(Cc2ccc(F)cc2)C(=O)CS3=O)cc1 (configuration not stated),7%,9%,-21%
CCCc1cc(=O)oc2c3c(cc(OCC(=O)NCc4ccncc4)c12)OC(C)(C)CC3,.,?,7%
CC(C)CCNC(=O)c1cc(S(=O)(=O)N2CCc3ccccc32)cn1C,.,-3%,-10%
C/C(=N\NC(=O)c1cc(C)nc2ccc(C)cc12)c1ccncc1,4%[56.1 µM],0%,-3%
Clc1ccc(/C=N/NC(=Nc2ccccc2)c2ccccn2)c(Cl)c1,7%,.,-3%
Cc1c(CNCCCc2ccccc2)c(C(=O)O)c(C)n1Cc1ccc(Cl)cc1,3%,.,0%
CN1CCCN(C(=O)c2cc(=O)[nH]c3ccccc23)c2nc3ccccc3nc21,-8%,5%,-6%
O=C(CCS(=O)(=O)c1cccs1)N1CCCC1,3%,-7%,5%
COc1ccc(CNC(=O)Cn2c(SCC(=O)Nc3ccc(OC)cc3)nc3ccccc32)cc1,-1%,.,17%
O=C(CCN1CCN(C/C=C/c2ccccc2)CC1)Nc1ccccc1,7%,-1%,-11%
CCOC(=O)N1CCN(C(=O)c2ccc(OC)cc2)CC1,2%,2%,1%
Cc1ccc2nc(/C(C#N)=C\c3cc(C)n(-c4cccc([N+](=O)[O-])c4)c3C)[nH]c2c1,9%,-18%,-7%
Cc1csc(NC(=O)CSC2=NS(=O)(=O)c3cc(F)ccc3N2)n1,1%,1%,-4%
Cc1ccc(S(=O)(=O)NC(=O)c2cc(C)n(C3CC3)c2C)cc1,2%,21%,0%
O=S(=O)(c1ccc2c(c1)OCCO2)N1CCN(S(=O)(=O)c2ccco2)CC1,1%,.,-3%
COc1cc(O)c2c(=O)c(O)c(-c3ccc(O)c(O)c3)oc2c1,10%,-10%&-5%,.
COc1ccc(-n2c(Cc3cccn3C)nnc2SCC(=O)Nc2ccccc2F)cc1,5%,3%,-20%
CCOc1cc(S(=O)(=O)N(Cc2ccccc2)Cc2ccccc2)c(OCC)cc1-n1cnnn1,-4%,6%,3%

# 3 entries from above, sorted by molecular weight, falling.
SMILES,TDP1 inh,N370S GC,FEN1 inhibitor
COc1ccc(NS(=O)(=O)c2cccc(C(=O)NCCc3ccc(S(N)(=O)=O)cc3)c2)cc1,1%,.,-4%
CC(C)CCNC(=O)c1cc(S(=O)(=O)N2CCc3ccccc32)cn1C,.,-3%,-10%
O=C(CCS(=O)(=O)c1cccs1)N1CCCC1,3%,-7%,5%

# Back to the main list; the 3 compounds before the break are reprinted first.
SMILES,TDP1 inh,N370S GC,FEN1 inhibitor
COc1cc(O)c2c(=O)c(O)c(-c3ccc(O)c(O)c3)oc2c1,10%,-10%&-5%,.
COc1ccc(-n2c(Cc3cccn3C)nnc2SCC(=O)Nc2ccccc2F)cc1,5%,3%,-20%
CCOc1cc(S(=O)(=O)N(Cc2ccccc2)Cc2ccccc2)c(OCC)cc1-n1cnnn1,-4%,6%,3%
O=C(C[n+]1cccc(/C=N/O)c1)N1CCCc2ccccc21,0%,12%,10%
CCOC(=O)C1CCN(c2c(-c3ccccc3)c3cc(Cl)ccc3[nH]c2=O)CC1,1%,29%,?
COc1cc2ncnc(Nc3ccc(Cl)cc3F)c2cc1OC,9%,0%,.
COc1ccc(S(=O)(=O)NCC(c2ccco2)S(=O)(=O)c2cccs2)cc1OC (configuration not stated),-3%,.,1%
CC(=O)NC(CCS(C)(=O)=O)C(=O)Nc1ccccc1Cl (configuration not stated),2%,15%,7%
O=C(CNC(c1ccccc1)c1ccccc1)Nc1cc([N+](=O)[O-])ccc1Cl,2%,14%,-4%
COc1ccc(OC)c(N2CC(O)(c3cccs3)[N+]3=C2SCCC3)c1 (configuration not stated),9%,17%,-2%
c1ccc(C2C/C(=N\N3CCOCC3)c3ccccc3O2)cc1 (configuration not stated),3%,-4%,6%
CCCn1nc(C(=O)Nc2ccc(-n3cnnn3)cc2)c2ccccc2c1=O,-4%,-7%,-2%
Oc1ccc(N=Nc2ccc(Br)cc2)c(O)c1,5%,-2%,3%
COc1ccccc1N(CC(O)Cn1nc(C)cc1C)S(=O)(=O)c1ccccc1 (configuration not stated),1%,-4%,15%
COc1ccc(NC(=O)CSc2nnc(-c3nonc3NC(C)=O)n2-c2ccccc2)cc1,6%,.,-5%
CC(NC(=O)CSc1ccccc1C(=O)O)C1CC2CCC1C2 (configuration not stated),11%,0%,-1%
CC(C)[C@@H](CC(=O)N[C@@H]1CCCC[C@H]1C(=O)N[C@H](CC(=O)N[C@@H](CCC(=O)O)CC(=O)O)Cc1c[nH]c2ccccc12)NC(=O)C[C@H](Cc1ccccc1)NC(=O)[C@@H]1CCCC[C@H]1N,6%,-23%,.
O=C(CCN1C(=O)c2ccccc2S1(=O)=O)Nc1ccc2c(c1)OCCO2,7%,-16%,1%
CSc1ccc(CNC(=O)c2ccccc2NC(=O)c2nsc3ccccc23)cc1,0%,.,16%
CC(C)c1ccc(NC(=O)N2CCc3ccccc3C2)cc1,0%,24%,-21%
FC(F)(F)c1cc(CCN2CCNC[C@@H]2c2ccccc2)cc(C(F)(F)F)c1,0%,.,-9%
CC1CN(C(=O)c2ccccc2)c2ccccc2NC1=O (configuration not stated),3%,1%,2%
COc1ccccc1/C=C/C(=O)N1CCCC1,-5%,4%,8%
Cc1ccc(C)c(NC(=S)N(Cc2ccc(Cl)cc2)Cc2ccc(C(=O)O)cc2)c1,5%,-8%,8%
COc1ccc(-c2cn3c(n2)sc2cc(C(=O)NCC(C)c4ccccc4)ccc23)cc1 (configuration not stated),0%,.,14%
O=C1C(=O)N(Cc2cccc([N+](=O)[O-])c2)c2ccccc21,-6%,-14%,-3%
Cc1onc(-c2c(F)cccc2Cl)c1C(=O)Nc1nnc(C(F)(F)F)s1,3%,1%,20%
COc1ccc(-n2c(=S)[nH]c3cc(C(=O)Nc4ccc(F)cc4)ccc3c2=O)c(OC)c1,3%,-4%,7%

# Seven records drawn at random from those above, as already listed:
SMILES,TDP1 inh,N370S GC,FEN1 inhibitor
c1ccc(C2C/C(=N\N3CCOCC3)c3ccccc3O2)cc1 (configuration not stated),3%,-4%,6%
COc1ccc(-c2cn3c(n2)sc2cc(C(=O)NCC(C)c4ccccc4)ccc23)cc1 (configuration not stated),0%,.,14%
COc1ccc(OC)c(N2CC(O)(c3cccs3)[N+]3=C2SCCC3)c1 (configuration not stated),9%,17%,-2%
Oc1ccc(N=Nc2ccc(Br)cc2)c(O)c1,5%,-2%,3%
CC(NC(=O)CSc1ccccc1C(=O)O)C1CC2CCC1C2 (configuration not stated),11%,0%,-1%
CCCn1nc(C(=O)Nc2ccc(-n3cnnn3)cc2)c2ccccc2c1=O,-4%,-7%,-2%
CCOC(=O)C1CCN(c2c(-c3ccccc3)c3cc(Cl)ccc3[nH]c2=O)CC1,1%,29%,?

# Single records (already shown):
# FC(F)(F)c1cc(CCN2CCNC[C@@H]2c2ccccc2)cc(C(F)(F)F)c1 as listed: TDP1 inh = 0%; N370S GC = .; FEN1 inhibitor = -9%
# O=C(CCN1C(=O)c2ccccc2S1(=O)=O)Nc1ccc2c(c1)OCCO2 as listed: TDP1 inh = 7%; N370S GC = -16%; FEN1 inhibitor = 1%

# New compounds follow
SMILES,TDP1 inh,N370S GC,FEN1 inhibitor
CCN(c1ccccc1)S(=O)(=O)c1ccc(C(=O)N2CCOCC2)cc1,0%,.,20%
O=C(Nc1ccc(C(=O)Nc2ccccc2Cl)cc1)c1cccnc1,3%,?,-1%
NC1=NC[C@H](Cc2ccc(O)cc2)N1CCC12CC3CC(CC(C3)C1)C2,5%,?,-7%
Cc1ccc(N(C(=O)c2snc(C(N)=O)c2N)C(C(=O)NCc2ccccc2)c2ccncc2)c(C)c1 (configuration not stated),3%,?,9%
Cc1ccc(C(=O)NNC(=O)C2CCN(C(=O)OC(C)(C)C)CC2)cc1,6%,-3%,0%
O=C1c2ccccc2C(=O)N1Cc1cccnc1,3%&4%,-20%,1%
Cc1cccc(NC(=O)CCNC(=O)c2ccco2)c1,-1%,6%,1%
CC(C)CC(=O)Nc1ccc(-c2nc3ccccc3c(=O)o2)cc1,2%,14%,1%
O=C(Nc1nccs1)C1CC(=O)N(c2ccc(F)cc2)C1 (configuration not stated),.,-4%,-3%
CCCN(CC1CCCO1)C(=O)CCc1nnc(CCc2ccc(OC)cc2)o1 (configuration not stated),0%,-21%,-8%
COc1ccc(C2=NN(CC(=O)NCC(OC)OC)C(=O)CC2)cc1,.,-7%,2%
Cc1occc1C(=O)NNC(=O)CN1C(=O)NC(C)(c2ccccc2)C1=O (configuration not stated),1%,-14%,-3%
CSCCC1NC(=O)N(CC(=O)Nc2ccc3c(c2)OCCO3)C1=O (configuration not stated),0%,.,12%
CCOC(=O)c1c(C)[nH]c(C(=O)COC(=O)c2ccc(F)c(S(=O)(=O)N3CCOCC3)c2)c1C,8%,3%,-1%
COc1ccccc1-c1c(NC(=O)c2ccco2)n(-c2ccccc2)nc(C)c1=O,4%,3%,.
O=C(NCc1ccncc1)C1CCN(C(=O)c2cccc(Cl)c2)CC1,0%,0%,-8%
Nc1ccccc1Nc1cc(-c2cccc(Cl)c2)nn1-c1ccccc1,7%,7%,-22%
CCCNc1c(NC(=O)c2ccc3c(c2)OCO3)c(=O)oc2ccccc12,1%,4%,5%
Cn1c(=O)[nH]c(=O)c2c1nc(SCCO)n2CC(O)COc1ccccc1 (configuration not stated),0%,22%,9%
CC(=O)Nc1ccc(NC(=O)C(C)OC(=O)CCN=C2NS(=O)(=O)c3ccccc32)cc1 (configuration not stated),2%,-1%,8%
CCOc1ccc(NC2C=CS(=O)(=O)C2)cc1 (configuration not stated),-1%,2%,-13%
Cc1cccc(OCC(=O)NNC(=O)c2cccs2)c1,-3%,?,3%
CCSc1nnc(NC(=O)c2cccnc2Cl)s1,0%,-14%,-5%
O=C(NC(=S)Nc1cccnc1)c1ccccc1,0%,-6%,4%
O=C(Cn1cc([N+](=O)[O-])nc1[N+](=O)[O-])N1CCN(c2ccccc2)CC1,1%,3%,-2%
SMILES,TDP1 inh,N370S GC,FEN1 inhibitor
C=CCN=C1N[C@@H](c2ccccc2)C(C(=O)OC)=C(C)N1CC,.,4%&-2%,2%
NS(=O)(=O)c1ccc(N2N=C(c3ccc(Br)cc3)CC2c2ccc(F)cc2)cc1 (configuration not stated),-11%,?,-6%
CC1CCCN(c2ncnc3c2cnn3-c2ccc(F)cc2)C1 (configuration not stated),3%,.,-15%
COc1ccc(CNc2nc(C)cc(C)c2C#N)cc1,.,13%,-7%
CCCOP(=O)(OCCC)C(Nc1ccc(C(=O)O)cc1)c1ccccc1 (configuration not stated),0%,2%,2%
COc1ccc(CNC(=O)CN2C(=O)c3cccnc3Oc3ccc(C)cc32)cc1,9%,.,1%
Cc1ccc(C2=CC(=O)CC(C)(C)C2)cc1,-1%,.,13%
COc1ccc(-c2csc3ncnc(Oc4cccc5ccc(C)nc45)c23)cc1,3%,10%,-17%
Cc1c(C(C)NC(=O)Nc2ccc(F)cc2F)cnn1C (configuration not stated),7%,-28%,0%
COC(=O)Cn1c(=NC(=O)c2ccc(OC)c(OC)c2)sc2cc(OC)ccc21,11%,15%,-12%
CC(C)Cc1cc(C(=O)NCCCN2CCOCC2)no1,.,-1%,-3%
Cc1ccccc1NC(=O)COc1ccc2c(c1)OC(C)(C)CC2=O,4%,-3%,5%
C=CCNc1nc(C2(C)CC3(CC(C)(C)OC3=O)C(=O)O2)cs1 (configuration not stated),5%,1%,-6%
CS(=O)(=O)N1CCCC(C(=O)NC2CCCCCCC2)C1 (configuration not stated),1%,1%,-1%
O=C([O-])[C@@H]1[O][Sb+]([O][Sb+]2[O][C@H]([C@H](O)CO)[C@H](O)[C@H](C(=O)[O-])[O]2)[O][C@H]([C@H](O)CO)[C@@H]1O,4%,2%,.
CC1CN(c2nn3c(=O)c4ccccc4nc3c3ccccc23)CC(C)O1 (configuration not stated),0%,20%,-13%
O=C(Nc1cccs1)OCCN1CCN(Cc2ccccc2)CCC1=O,0%,-13%,-3%
